STAT3 act = increases IL-6 driven STAT3 reporter signal. hit rate 0.91% among 190,000. U3A cells, IL-6 STAT3-luciferase reporter, luminescence; 100% = signal with IL-6 EC80 alone. AID 871. activation (% of control), % at 5.6 µM;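 active = activation above the screen-wide mean of compound activation plus 3 SD, cut at about 130% in these data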;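 also: 0% = background luminescence of wells with medium and substrate only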
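Test system: human U3A cells carrying STAT3-luciferase construct; control set: IL-6-only wells as 100% reference; timing: compound pre-incubation 1 h before IL-6, then 6 h stimulation at 37 °C; also added: IL-6 stimulus at 33 ng/mL final; evaluation: % activation versus median of IL-6-stimulated wells; detection: reporter luminescence signal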
Diaph act CS = activates diaphorase or chemically reduces, flagging diaphorase assay artifacts; Diaphorase/resazurin coupled assay, resorufin fluorescence, 16 min; stronger effect = higher value; 1 = vehicle wells, 0 = NADH-free wells; activation factor at 20 µM; hit rate 0.005% among 190,000;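 active = diaphorase activity raised at least twofold by the compound at 20 µM; inactive = activation factor below 2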
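Material: Clostridium kluyveri diaphorase, purified enzyme; Quantity: enzyme 0.07 U/mL final; Medium: HEPES pH 7.4 buffer with MgCl2 and Tween 20; Dosing: single compound dose of 20 µM, 1% DMSO final; Schedule: 16 min reaction at room temperature; Measured by: red resorufin fluorescence at 544/590 nm excitation/emission.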
Diaph inh CS = inhibits diaphorase or chemically oxidizes, flagging diaphorase assay artifacts; inhibition, % at 20 µM; diaphorase resazurin-to-resorufin fluorescence, NADH, 16 min; bacterial (C. kluyveri) enzyme, not human; hit rate 0.69% among 190,000; AID 1217;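 active = primary screen inhibition at 20 µM above a set limit, cut at about 50% in these data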;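 also: plate controls were DMSO with full reaction for no effect and wells lacking NADH for full effect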
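Benchmarks: positive control wells lacking NADH, neutral wells with DMSO only. System: bacterial diaphorase enzyme (C. kluyveri). Input: 0.14 U/mL diaphorase, enzyme working solution. Detection: resorufin fluorescence, excitation 544 nm, emission 590 nm. Times: 16-min room-temperature incubation before reading.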
G6PDH CS = L. mesenteroides G6PDH inhibition counter-screen; Purified L. mesenteroides G6PDH, diaphorase/resazurin coupled fluorescence, 45 min; inhibition, % at 5 µM; hit rate 0.12% among 200,000; AID 1020; in the data active = inhibition above about 50%
STAT3 blocker = inhibitors of IL-6 induced STAT3 signaling | U3A cells, IL-6 STAT3-luciferase reporter, luminescence; host cell line lacks STAT1 | inhibition, % at 5.5 µM | hit rate 0.89% among 190,000 | AID 862;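 active = inhibition above the mean inhibition across all screened compounds plus 3 SD, cut at about 44% in these data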;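 also: 0% = DMSO only wells and 100% = 100 µM nifuroxazide control wells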
Hsp70 activator = transcriptional activators of Hsp70. hit rate 0.04% among 200,000. HeLa Hsp70 promoter luciferase reporter, luminescence; scaled: vehicle 0, proteasome-inhibitor control 100%. activation, % at 10 µM;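 active = activation above the mean across all tested compounds plus 3 SD, cutoff set per campaign, cut at about 5.5% in these data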;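 also: 100% = MG132 at 30 µM as the positive control and 0% = DMSO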
STAT1 blocker = inhibitors of IFN-gamma induced STAT1 signaling; NIH 3T3 STAT1-luciferase reporter, luminescence; inhibition, % at 5.5 µM; hit rate 0.35% among 200,000; AID 920;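 active = inhibition above a set limit, the mean inhibition across all tested compounds plus 3 SD, cut at about 34% in these data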;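 also: 0% = IFN-gamma with DMSO and 100% = IFN-gamma with 300 µM nifuroxazide; values of inactives mirror those of a sister screen read the other way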
TLR4-MyD88 BLA = inhibitors of human TLR4-MyD88 binding; O00206+Q99836; HeLa CL3-4 TLR4/MyD88 BLA complementation, FRET ratio; inhibition, % at 8.4 µM; hit rate 0.18% among 200,000; in the data active = inhibition above about 25%;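 also: 0% = vehicle and 100% = reference inhibitor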
Target sequence (O00206 whole entry, looked up): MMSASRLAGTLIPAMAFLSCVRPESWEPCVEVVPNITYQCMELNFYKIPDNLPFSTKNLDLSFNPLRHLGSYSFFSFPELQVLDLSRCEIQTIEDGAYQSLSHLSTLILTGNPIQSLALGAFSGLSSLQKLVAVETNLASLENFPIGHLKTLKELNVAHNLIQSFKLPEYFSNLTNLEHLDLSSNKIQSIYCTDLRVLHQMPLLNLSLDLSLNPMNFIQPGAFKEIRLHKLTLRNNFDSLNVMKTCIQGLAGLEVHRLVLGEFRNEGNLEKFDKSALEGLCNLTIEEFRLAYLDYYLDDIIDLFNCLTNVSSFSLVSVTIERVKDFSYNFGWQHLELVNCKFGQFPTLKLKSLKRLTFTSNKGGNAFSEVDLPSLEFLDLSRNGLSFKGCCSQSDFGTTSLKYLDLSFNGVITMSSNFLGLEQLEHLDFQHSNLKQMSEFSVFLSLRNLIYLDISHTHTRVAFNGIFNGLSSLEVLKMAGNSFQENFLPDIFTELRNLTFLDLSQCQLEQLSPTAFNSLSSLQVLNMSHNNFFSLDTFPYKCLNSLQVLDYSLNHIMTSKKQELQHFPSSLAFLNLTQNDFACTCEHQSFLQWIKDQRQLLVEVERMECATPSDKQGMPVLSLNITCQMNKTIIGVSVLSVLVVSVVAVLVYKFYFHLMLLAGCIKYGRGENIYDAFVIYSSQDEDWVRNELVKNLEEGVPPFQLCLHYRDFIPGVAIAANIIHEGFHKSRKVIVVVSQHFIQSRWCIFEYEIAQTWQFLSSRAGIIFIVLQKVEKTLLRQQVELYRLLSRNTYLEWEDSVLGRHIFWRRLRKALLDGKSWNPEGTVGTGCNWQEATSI
Target sequence (Q99836 whole entry, looked up): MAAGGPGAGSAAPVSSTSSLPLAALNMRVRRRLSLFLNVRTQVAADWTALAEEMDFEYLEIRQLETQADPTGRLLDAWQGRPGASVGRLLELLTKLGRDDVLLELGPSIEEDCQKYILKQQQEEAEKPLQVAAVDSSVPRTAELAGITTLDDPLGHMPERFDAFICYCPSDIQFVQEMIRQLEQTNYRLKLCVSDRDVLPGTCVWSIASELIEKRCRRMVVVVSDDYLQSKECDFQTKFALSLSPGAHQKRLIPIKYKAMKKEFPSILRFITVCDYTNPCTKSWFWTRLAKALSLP
APP 5UTR inh = APP translation inhibition; SH-SY5Y APP 5'UTR-luciferase reporter, luminescence; inhibition, % at 2 µM; hit rate 0.82% among 190,000; AID 1285;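 active = inhibition above a set limit, derived from the sample mean plus 3 SD, cut at about 45% in these data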; also: values of inactives mirror those of a sister screen read the other way
STAT1 activator = increases IFN-gamma driven STAT1 reporter signal | NIH 3T3 STAT1-luciferase reporter, luminescence; 100% = IFN-gamma alone, no compound | activation (% of control), % at 5.5 µM | hit rate 2.6% among 200,000 | AID 932;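 active = activation above the screen-wide mean activation plus 3 SD, cut at about 130% in these data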;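 also: raw ratio to IFN-gamma control signal so 100% means no change and 0% no light; values of inactives mirror those of a sister screen read the other way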
The depositor's hits bear a star; · = no result given. An unsorted share of the library; overall some 6.1% were active at least once.

SMILES	STAT3 act	Diaph act CS	Diaph inh CS	G6PDH CS	STAT3 blocker	Hsp70 activator	STAT1 blocker	TLR4-MyD88 BLA	APP 5UTR inh	STAT1 activator
CCn1cnc2sc(C(=O)Oc3ccc(Br)cc3)c(C)c2c1=O	93	0.9	11	4	12	-0.4	-25	-3	-41	122
Cn1nnnc1SCC(=O)N1CCc2ccccc2C1	101	0.9	10	-1	5	-0.4	-10	-2	-13	109
CCOC(=O)c1cnn(-c2cccc(Cl)c2)c1N	97	1	4	16	14	-0.1	-14	-6	-28	112
O=C1SCCc2c1n(Cc1ccccc1)c1ccccc21	92	0.8	16	2	12	-0.2	-24	5	-20	112
CCOC(=O)c1cnc(SCC(=O)Nc2nnc(CC)s2)nc1N	103	0.8	15	-1	2	-0.1	-3	0	-11	103
Cc1ccc(-n2nc(C)c(C(=O)O)n2)c(C)c1	98	1	4	-8	2	-0.2	1	4	6	99
COc1ccc(NC(=O)CCSc2ccc(F)cc2)cc1	117	0.9	11	5	-12	0.3	-4	9	-33	104
CCN1CCN(C(c2cccs2)C(C)NC(=O)c2cccc(OC)c2OC)CC1 (centres undefined)	97	0.9	11	-4	6	-0.3	3	2	4	98
Cc1[nH]c2ccc(F)cc2c(=O)c1SC(F)(F)C(F)F	99	0.9	13	2	5	0.3	-6	-4	-6	106
CCN(CCNC(=O)CS(=O)(=O)Cc1nc(-c2cccc(OC)c2)oc1C)c1ccccc1	101	0.7	27	-24	1	-0.2	-8	14	-4	107
S=C(NCCOCCOCCNC(=S)Nc1ccccc1)Nc1ccccc1	90	1	-1	6	17	-0.4	2	-8	12	96
S=c1[nH]nc(CSCc2ccc(Cl)cc2Cl)n1-c1ccccc1	95	0.6	36	21	10	0.1	-5	4	-18	105
CCOCCc1nnc(NC(=O)Cc2ccccc2)s1	96	0.7	26	6	9	-0.1	4	-12	-13	96
CCNC(=S)NCc1ccco1	96	0.9	12	1	7	-0.5	12	-10	-3	90
Cc1noc(C)c1CCC(=O)O	107	0.8	21	7	-7	-0.4	4	12	-22	95
CCOC(=O)c1ccc(NC(=O)COc2ccc(S(=O)(=O)N3CCCC3)cc2)cc1	97	0.9	11	-2	6	-0.1	1	-5	-17	100
CCOC(=O)C1=C(C)N(C)C(=S)NC1c1ccccc1Cl (centres undefined)	97	0.9	13	0	8	0.1	-1	2	-1	101
COc1ccc(NC(=O)C2C3C=CC(C3)C2C(=O)NCc2ccco2)c(OC)c1 (centres undefined)	99	1.1	-7	10	3	0.0	1	-10	11	99
CC(C)(C)c1cc(CN2CCCC(O)C2)c(O)c(C(C)(C)C)c1 (centres undefined)	100	0.8	24	3	5	-0.1	3	-1	10	97
COCCn1c(SCC(=O)Nc2cc(Cl)ccc2OC)nc2c(c1=O)SC(C)C2 (centres undefined)	90	0.7	26	-3	20	-0.1	14	-13	4	88
O=C(Nc1ccc(C(=O)N2CCOCC2)cc1)Nc1ccc(Cl)cc1Cl	100	0.8	15	21	2	-0.4	2	-12	-14	99
c1ccc(CSc2ccc(-c3ccccn3)nn2)nc1	106	0.8	16	6	-2	0.7	-35	1	-77	133*
COc1ccc(C2CC(c3ccc(Br)cc3)=NN2C(=O)c2cccnc2)cc1 (centres undefined)	96	0.8	22	-7	8	-0.4	-4	3	11	104
CCCC(=O)Nc1ccc(C(=O)/C=C/c2ccc(SC)cc2)cc1	98	0.8	17	-4	8	-0.2	8	6	-18	93
Cc1ccc(C2CC(=O)C=C(NCC(C)C)C2)cc1 (centres undefined)	102	1	4	-4	-3	0.0	4	13	1	96
Going on with the list.
SMILES	STAT3 act	Diaph act CS	Diaph inh CS	G6PDH CS	STAT3 blocker	Hsp70 activator	STAT1 blocker	TLR4-MyD88 BLA	APP 5UTR inh	STAT1 activator
Nc1ccc(NC(=O)c2cccs2)cc1	101	1	5	10	4	-0.1	-7	-7	9	105
Cc1cccc2cc3c(NC(=O)c4ccccn4)nn(C)c3nc12	156*	1.1	-10	7	-58	-0.3	9	3	-5	91
O=C(NCc1ccccc1)c1cccc(COc2ccccc2Cl)c1	115	0.9	14	2	-11	-0.3	-9	9	-112	108
Cc1oc2cc3c(C(=O)N4CCN(c5ccccc5)CC4)c(C)oc3cc2c1C(=O)N1CCN(c2ccccc2)CC1	103	·	·	·	0	0.0	4	-3	-7	96
CCOC(=O)c1nn(-c2ccccc2)c(=O)c(C#N)c1C	126	0.9	12	7	-21	-0.3	-2	-13	17	102
CONC(=O)c1cc(OCC(F)(F)F)ccc1OCC(F)(F)F	103	1	3	4	-2	-0.2	-2	6	-9	101
Fc1ccc(N2CCN(c3nc(-c4ccco4)cc(C(F)(F)F)n3)CC2)cc1	102	0.8	19	2	0	-0.2	-3	2	1	103
O=C(N/N=C/c1c(O)ccc2ccccc12)c1[nH]ncc1Br	92	0.9	12	-12	9	-0.3	-10	-3	72*	108
CCOC(=O)c1c(C)[nH]c(C)c1C(=O)CSc1nnc(-c2ccncc2)n1Cc1ccccc1	107	1	-1	0	-2	-0.1	4	-7	-13	96
O=C(NCCCn1ccnc1)c1nn2c(C(F)(F)F)cc(-c3ccc(Br)cc3)nc2c1Cl	93	1.1	-12	-4	12	-0.3	6	-5	15	95
CSc1nc(-c2ccc(Cl)cc2)c(C#N)c(=O)[nH]1	101	0.9	8	5	2	-0.2	-3	-9	-8	103
NC(=O)c1cc(-c2ccccc2)sc1NC(=O)Cc1ccc(S(=O)(=O)N2CCOCC2)s1	93	0.8	19	2	16	0.2	1	-6	0	99
CCOC(=O)c1c(NC(=O)CSc2nnc(-c3ccccc3)o2)sc(C(C)=O)c1C	94	0.9	13	11	9	-0.1	4	-2	7	97
COc1cc(S(=O)(=O)Nc2cccnc2)ccc1F	101	0.9	10	2	2	-0.3	17	6	7	84
C/C(CC1CC(COCC(C)C)OC1=O)=N\Nc1nc(-c2ccccc2)cs1 (centres undefined)	117	0.9	11	-23	-18	-0.3	6	5	-3	95
O=C(/C=C/c1ccco1)Nc1cccc2cccnc12	117	0.4	63*	-8	-18	0.0	-28	-7	-25	125
C/C(Cl)=C\CSc1nnc2n(N)c(=O)c3ccccc3n12	97	1	-3	15	7	-0.5	3	15	-10	97
CCCOP(=O)(c1ccc(N(C)C)cc1)C(Nc1ccccc1)c1ccc(N(C)C)cc1 (centres undefined)	104	1	0	-8	-3	-0.4	20	7	0	82
CC/C(=N\NC(=O)c1ccccc1Cl)c1ccc(Br)s1	101	0.9	7	2	2	-0.5	-16	0	-7	114
Cc1ccc(-c2ccnc3nc(Sc4ncc(C(F)(F)F)cc4Cl)nn23)cc1	101	0.9	8	10	6	-0.4	0	-3	0	100
O=C(CSCc1c(Cl)cccc1Cl)N1CCOCC1	101	0.9	12	16	10	-0.2	-4	5	1	103
Cc1cc(C=O)c(C)n1-c1ccc(NC2CCCCC2)c([N+](=O)[O-])c1	92	0.8	24	14	15	-0.4	-1	2	-4	101
O=C(O)CC1=C(Nc2ccccc2)C(=O)N(c2ccccc2)C1c1ccc(Br)cc1 (centres undefined)	85	0.9	12	22	23	-0.1	9	5	-7	90
CCc1ccc(NC(=O)N(CCN2CCOCC2)C2CCN(C(C)=O)CC2)cc1	105	0.9	9	10	-1	-0.4	4	3	-20	96
Cc1ccc2cc(CNC(C)(C)C)c(=O)[nH]c2c1	120	0.9	7	1	-21	-0.1	12	-2	-9	89
Remaining list, next part.
SMILES	STAT3 act	Diaph act CS	Diaph inh CS	G6PDH CS	STAT3 blocker	Hsp70 activator	STAT1 blocker	TLR4-MyD88 BLA	APP 5UTR inh	STAT1 activator
c1ccc(CCN2CCN(c3ncnc4c3cnn4-c3ccccc3)CC2)cc1	103	0.8	21	-33	0	-0.1	4	1	1	96
O=C(c1ccccc1)c1ccc(OCC(O)CN2CCCCC2)cc1 (centres undefined)	97	0.9	11	5	9	-0.2	1	0	-34	99
C/C(CC(=O)NC1CCCCC1)=N\NC(=O)c1ccccn1	104	1	-1	8	0	0.1	-34	3	-156	130*
C#Cc1ccc([C@H]2C=C(C(=O)NCc3ccccc3)O[C@@H](OCC)[C@@H]2CCCO)cc1	·	0.7	26	17	·	0.0	11	-6	-1	91
CCCOc1c(Br)cc(/C=N/O)cc1OC	95	0.9	12	21	4	-0.2	8	-11	-11	92
CCS(=O)(=O)N1CCN(C(=O)c2ccccc2[N+](=O)[O-])CC1	96	1	-3	0	10	-0.1	-4	-2	-1	101
C1CCC(c2nn3c(-c4n[nH]c5c4CCC5)nnc3s2)CC1	82	0.9	11	8	23	0.7	-3	-15	11	102
COc1cc(-c2nc3c(c(C)nn3-c3ccccc3)c3cc(OC)c(OC)cc23)ccc1O	95	0.9	10	8	17	-0.3	-3	-2	-8	103
COc1ccc(C2C(C#N)=C(C)NC3=C2C(=O)CC(C)(C)C3)c(OC)c1 (centres undefined)	99	0.8	18	0	4	-0.3	3	3	-13	98
O=C(Cc1c(F)cccc1Cl)Nc1ccccc1N1CCCCC1	109	0.9	5	-1	-1	0.1	12	-6	9	89
COc1ccc(-c2noc(-c3ccc(Br)o3)n2)cc1OC	84	1	1	-27	21	-0.1	-7	1	7	98
COc1ccc(-n2c(C)nn(CC3CC3)c2=O)cc1	101	1.2	-22	2	4	-0.3	-1	1	2	98
CCSc1nnc(NC(=O)c2ccc(C)o2)s1	106	0.9	12	-19	-4	0.8	-15	-20	-8	114
O=C(COC(=O)c1ccccc1)NCCC1=CCCCC1	105	0.9	8	5	2	-0.2	7	-5	16	93
O=C(NCCSc1c[nH]c2ccccc12)c1c(F)cccc1F	·	1	-1	8	·	0.0	-10	-19	2	108
O=[N+]([O-])c1ccccc1OCCCNCc1ccccc1	99	1	-2	11	8	-0.2	1	-2	-3	97
O=C(/C=C/c1cccs1)Nc1nccs1	85	1.1	-6	4	22	-0.1	-37	-2	-122	134*
CCOC(=O)Nc1sc(C(=O)N(C)C)c(C)c1C(=O)OCC	108	1	4	5	-5	-0.3	2	1	5	98
Cc1cc(C)c(C#N)c(SCC(=O)Nc2ccccc2C)n1	97	1.1	-8	11	5	-0.2	4	5	-10	97
COC(=O)c1sccc1NC(=O)CSc1nnnn1-c1ccccc1C	77	0.8	24	1	33	-0.5	3	-1	·	97

Among those listed so far, these contain a nitro group on carbon.
SMILES	STAT3 act	Diaph act CS	Diaph inh CS	G6PDH CS	STAT3 blocker	Hsp70 activator	STAT1 blocker	TLR4-MyD88 BLA	APP 5UTR inh	STAT1 activator
Cc1cc(C=O)c(C)n1-c1ccc(NC2CCCCC2)c([N+](=O)[O-])c1	92	0.8	24	14	15	-0.4	-1	2	-4	101
CCS(=O)(=O)N1CCN(C(=O)c2ccccc2[N+](=O)[O-])CC1	96	1	-3	0	10	-0.1	-4	-2	-1	101
O=[N+]([O-])c1ccccc1OCCCNCc1ccccc1	99	1	-2	11	8	-0.2	1	-2	-3	97

From PubChem BioAssay
